M5 antag – blocks acetylcholine activation of human M5 receptor. P08912. CHO-hM5 cells, Fluo-8 calcium fluorescence, ACh EC80. inhibition, % at 3 µM. 0.59% of 360,000 active. AID 624040;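 active = inhibition above a per-plate cutoff, the mean of that plate's test compounds plus 3 SD, cut at about 27% in these data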;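 note: 0% = acetylcholine EC80 with DMSO and 100% = DMSO without agonist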
CHRM4 PAM – CHRM4 positive allosteric modulation. activation, % at 3 µM. CHO-K1 hM4/Gqi5, Fluo-8 calcium fluorescence, ACh EC20; 0% = ACh EC20, 100% = maximal ACh. AID 624126. 0.4% of 360,000 active;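 active = activation above its plate's cutoff, the mean activation of sample wells plus 3 SD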; note: some results filed as inactive read as strong as hits
IDE cell inh – inhibitors of human insulin-degrading enzyme in cells; P14735; HEK cells, FAbetaB cleavage, fluorescence polarization; inhibition, % at 5.59 µM; 0.41% of 320,000 active;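 active = percent inhibition above the average of all tested compounds plus 3 SD, set per screening campaign, cut at about 16% in these data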;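 note: IDE supplied by intact live HEK cells; FP after avidin binding of uncleaved biotin substrate so inhibition keeps polarization high; 0% = DMSO wells and 100% = 60 µM reference IDE inhibitor Ii1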
Target sequence (P14735 whole entry, looked up): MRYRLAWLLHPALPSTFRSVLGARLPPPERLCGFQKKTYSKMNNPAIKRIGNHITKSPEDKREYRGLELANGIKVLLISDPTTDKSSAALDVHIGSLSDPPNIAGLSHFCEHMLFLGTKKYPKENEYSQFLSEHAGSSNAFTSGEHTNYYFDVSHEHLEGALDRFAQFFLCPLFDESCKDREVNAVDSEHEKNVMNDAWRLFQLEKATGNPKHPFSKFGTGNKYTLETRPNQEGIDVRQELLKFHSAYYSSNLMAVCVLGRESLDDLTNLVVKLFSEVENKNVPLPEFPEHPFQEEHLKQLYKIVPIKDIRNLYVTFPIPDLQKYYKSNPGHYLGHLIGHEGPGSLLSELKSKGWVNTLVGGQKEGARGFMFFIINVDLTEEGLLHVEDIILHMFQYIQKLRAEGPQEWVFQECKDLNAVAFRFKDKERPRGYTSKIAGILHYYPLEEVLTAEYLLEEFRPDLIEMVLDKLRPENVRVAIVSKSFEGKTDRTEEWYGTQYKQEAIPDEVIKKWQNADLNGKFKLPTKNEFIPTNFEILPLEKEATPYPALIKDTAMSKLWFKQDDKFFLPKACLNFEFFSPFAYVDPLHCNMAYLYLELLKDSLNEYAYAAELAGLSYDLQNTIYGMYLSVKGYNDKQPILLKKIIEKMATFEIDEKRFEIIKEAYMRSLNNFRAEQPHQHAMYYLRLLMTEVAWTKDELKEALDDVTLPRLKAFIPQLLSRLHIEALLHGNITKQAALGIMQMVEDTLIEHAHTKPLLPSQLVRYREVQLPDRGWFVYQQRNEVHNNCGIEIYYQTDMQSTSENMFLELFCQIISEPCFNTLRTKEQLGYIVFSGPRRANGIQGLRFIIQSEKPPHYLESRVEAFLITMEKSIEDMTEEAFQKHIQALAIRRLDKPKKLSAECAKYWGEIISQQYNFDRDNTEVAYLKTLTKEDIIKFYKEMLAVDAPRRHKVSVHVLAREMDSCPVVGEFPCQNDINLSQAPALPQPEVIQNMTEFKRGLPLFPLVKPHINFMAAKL
CHRM5 agonist – agonists of human muscarinic M5 receptor (CHRM5). CHO-K1 hM5 cells, Fluo-8 calcium fluorescence; 0% DMSO wells, 100% maximal acetylcholine response. P08912. AID 624037. activation, % at 3 µM. 0.19% of 360,000 active;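 active = activation above the run's mean over test compounds plus 3 SD, cut at about 23% in these data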;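 note: signal is peak over basal fluorescence ratio across the kinetic read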
CRFR2-BP antag – antagonists of CRF-binding protein/CRF-R2 receptor complex | inhibition, % at 11.8 µM | HEK293 CRF-R2/CRF-BP, CRF-induced calcium fluorescence | 0.59% of 350,000 active | AID 588475;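 active = inhibition of the ligand-induced calcium signal above about 50% at the single tested concentration, limit read from the data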
CRFBP-R2 agonist – agonists of human CRF-binding protein/CRF-R2 receptor complex | HEK293 CRF-R2/CRF-BP, calcium dye fluorescence (FLIPR); percent of saturating CRF peptide response | activation, % at 13.2 µM | 0.46% of 350,000 active | AID 588473;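 active = activation of at least 50%, plus an integration ratio under a set limit after plate pattern correction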;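 note: plate controls were neutral control wells without compound for no effect and CRF at EC100 for full effect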
M5 PAM – CHRM5 positive allosteric modulation. 0.3% of 360,000 active. P08912. activation, % at 3 µM. CHO-K1 hM5, Fluo-8 calcium, ACh EC20 PAM; 0% = ACh EC20, 100% = ACh EC100;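 active = activation above the run cutoff, the mean activation of all test compounds plus 3 SD, cut at about 18% in these data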
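System: CHO-K1 hM5 cells. Reagent: acetylcholine, EC20 level. Compound dosing: single dose, 3 µM nominal final test concentration. Timing: Post-acetylcholine fluorescence recording 140 s. Detection: Fluo-8 calcium fluorescence. Read-out: % activation, ACh-normalized. Benchmarks: ACh EC20 and EC100 wells. Repeats: singlicate, one well per test compound.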
CHRM4 antagonist – CHRM4 antagonism in calcium assay | inhibition, % at 3 µM | P08173 | CHO-hM4 cells, ACh EC80, Fluo-8 calcium fluorescence | 0.73% of 360,000 active | AID 624125;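 active = inhibition above its plate's cutoff, the mean inhibition of sample wells plus 3 SD, cut at about 27% in these data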;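 note: 0% = acetylcholine EC80 with DMSO and 100% = DMSO without agonist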
CHRM4 agonist – agonists of human muscarinic M4 receptor (CHRM4). 0.14% of 360,000 active. AID 624127. CHO-K1 hM4/Gqi5, Fluo-8 calcium fluorescence; vehicle 0%, full acetylcholine response 100%. activation, % at 3 µM;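 active = activation above the run mean over all test wells plus 3 SD, cut at about 32% in these data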;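 note: peak over basal fluorescence ratio per well then scaled between controls; 0% = DMSO wells and 100% = acetylcholine at EC100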
* = called active by the depositor; . = no result given. Outcome played no part in choosing rows; any-hit rate near 2.9%.

Field names – A = M5 antag; B = CHRM4 PAM; C = IDE cell inh; D = CHRM5 agonist; E = CRFR2-BP antag; F = CRFBP-R2 agonist; G = M5 PAM; H = CHRM4 antagonist; I = CHRM4 agonist
#1 CCOc1ccc(N(CC(=O)NCc2ccccc2C)S(C)(=O)=O)cc1
  A: 3; B: 0; C: -3; D: -3; E: -1; F: -1.0; G: 3; H: 2; I: 0
#2 Cc1cccc(NC(=O)CSc2ccc(C(N)=O)cc2[N+](=O)[O-])c1C
  A: -1; B: -3; C: -2; D: -5; E: -10; F: -0.3; G: -2; H: -3; I: 1
#3 CC(C)c1nc2sc3c(SCCN(C)C)ncnc3c2c2c1CCC2
  A: -6; B: -2; C: .; D: -3; E: 1; F: -1.2; G: 3; H: -5; I: 2
#4 COc1cc(C(=O)N2CCC(N3CCCCCC3)CC2)cc(OC)c1OC
  A: -2; B: 9; C: -1; D: -6; E: -17; F: 5.4; G: 2; H: -22; I: 1
#5 S=C(NCCc1ccccn1)Nc1ccccc1Cl
  A: 7; B: 1; C: -4; D: -1; E: -1; F: 3.2; G: -1; H: 4; I: 1
#6 COCCNC(=O)c1ccc2c(c1)C(=O)c1ccccc1-2
  A: 8; B: 6; C: 4; D: -3; E: -8; F: -1.3; G: -5; H: -2; I: 2
#7 Cc1cccc(OCC(=O)Nc2nnn(C)n2)c1C
  A: -5; B: 0; C: -8; D: -2; E: 7; F: 1.0; G: 1; H: 2; I: 2
#8 CCC1Oc2ccc(Cl)cc2N(CC(=O)O)C1=O (stereo unspecified)
  A: -3; B: 6; C: 2; D: 0; E: 16; F: -3.1; G: 2; H: -4; I: 3
#9 Cc1cccn2cc(CCNS(=O)(=O)c3ccc4c(c3)OCCO4)nc12
  A: 2; B: -3; C: 5; D: 0; E: -13; F: -3.1; G: -6; H: -4; I: 1
#10 CCOC(=O)N1CCC(NCCNC(=O)c2ccc(Cl)cc2)CC1
  A: 14; B: -2; C: -1; D: -8; E: -34; F: 1.1; G: -9; H: -3; I: 3
#11 Cc1ccccc1NC(=O)C(Cc1ccccc1)n1cccc1 (stereo unspecified)
  A: 10; B: -9; C: -6; D: 3; E: -2; F: -0.9; G: 2; H: -8; I: 0
#12 Cc1[nH]c2ccc(F)cc2c1CCNC(=O)C1CCCCC1C(=O)OCC(F)(F)F (stereo unspecified)
  A: -5; B: 2; C: 1; D: -2; E: -8; F: -0.7; G: 4; H: -9; I: 1
#13 CC(C)CN(C(=O)CSc1nnc(-c2ccco2)o1)c1c(N)n(Cc2ccccc2)c(=O)[nH]c1=O
  A: 5; B: -2; C: 8; D: 2; E: -8; F: 4.7; G: -9; H: -15; I: 1
#14 O=C(c1ccccc1[N+](=O)[O-])N(CCc1ccccc1)Cc1ccccc1
  A: 4; B: -5; C: 0; D: -8; E: -9; F: 0.4; G: -6; H: -6; I: 3
#15 CN1CCN(C(=O)CSc2nc(-c3ccncc3)ccc2C#N)CC1
  A: 6; B: 0; C: 5; D: -2; E: -1; F: 3.0; G: -2; H: -6; I: 2
#16 CN(Cc1ccccc1)S(=O)(=O)c1cccc2nsnc12
  A: -11; B: 11; C: 10; D: -1; E: -6; F: -0.1; G: -6; H: 2; I: 1
#17 FC(F)(F)c1nnc2ccc(N3CCCCCC3)nn12
  A: 2; B: -4; C: 1; D: -6; E: -2; F: -2.0; G: 0; H: 5; I: 4
#18 O=c1c(-c2cccc3ccccc23)[n+]([O-])c2ccccc2n1O
  A: 5; B: 2; C: 0; D: 0; E: 4; F: 11; G: 4; H: 0; I: 0
#19 COc1ccc(/C=C2\SC(=O)N(CCNC(=O)C3CC(=O)N(c4ccccc4)C3)C2=O)cc1 (stereo unspecified)
  A: -5; B: -2; C: 0; D: 1; E: -19; F: 0.1; G: 0; H: 5; I: 1
#20 Cc1ccc(CN2CCN(/N=C\c3cccc([N+](=O)[O-])c3)CC2)cc1
  A: -12; B: -2; C: 5; D: -2; E: -16; F: 1.8; G: -3; H: -7; I: 1
#21 OCc1ccccc1CNCc1ccccc1
  A: 2; B: 0; C: 2; D: 1; E: 11; F: -0.6; G: -5; H: 4; I: 0
#22 Cn1cccc1Cc1nnc(SCC(=O)Nc2ccccc2)n1-c1ccc(F)cc1
  A: -3; B: 9; C: -1; D: 1; E: -22; F: 3.4; G: -2; H: -19; I: 1
#23 CCOC(=O)C1CCN(S(=O)(=O)c2cccc(-c3cn4cccnc4n3)c2)CC1
  A: 1; B: -2; C: 1; D: 4; E: -4; F: -1.0; G: -11; H: -7; I: 6
#24 Cc1cc(S(=O)(=O)Nc2ccc(N(C)C)cc2)c(C)s1
  A: 2; B: -6; C: 6; D: -7; E: 7; F: -8.8; G: -8; H: -19; I: 1
#25 CCN1CCCC1CNC(=O)c1cc2c(C)nc3ccccc3c2o1 (stereo unspecified)
  A: 1; B: 6; C: 5; D: 1; E: 9; F: 3.0; G: 0; H: 7; I: 2

Overlap with the part before: four compounds, followed by the next part.
Field names – A = M5 antag; B = CHRM4 PAM; C = IDE cell inh; D = CHRM5 agonist; E = CRFR2-BP antag; F = CRFBP-R2 agonist; G = M5 PAM; H = CHRM4 antagonist; I = CHRM4 agonist
#22 Cn1cccc1Cc1nnc(SCC(=O)Nc2ccccc2)n1-c1ccc(F)cc1
  A: -3; B: 9; C: -1; D: 1; E: -22; F: 3.4; G: -2; H: -19; I: 1
#23 CCOC(=O)C1CCN(S(=O)(=O)c2cccc(-c3cn4cccnc4n3)c2)CC1
  A: 1; B: -2; C: 1; D: 4; E: -4; F: -1.0; G: -11; H: -7; I: 6
#24 Cc1cc(S(=O)(=O)Nc2ccc(N(C)C)cc2)c(C)s1
  A: 2; B: -6; C: 6; D: -7; E: 7; F: -8.8; G: -8; H: -19; I: 1
#25 CCN1CCCC1CNC(=O)c1cc2c(C)nc3ccccc3c2o1 (stereo unspecified)
  A: 1; B: 6; C: 5; D: 1; E: 9; F: 3.0; G: 0; H: 7; I: 2
#26 COc1ccc(CN2CCC(n3nccc3NC(=O)CCc3ccccc3)CC2)c(C)c1C
  A: -6; B: 0; C: .; D: -5; E: -7; F: -1.3; G: 3; H: -8; I: 5
#27 Cc1ccc(-n2c(SCC(=O)N3CCOCC3)nnc2-c2cccnc2)cc1
  A: -7; B: 3; C: 8; D: 2; E: -10; F: 0.7; G: 7; H: -2; I: 0
#28 COC(=O)[C@@H](NC(=O)NC1CCN(Cc2ccccc2)CC1)C(C)C
  A: 3; B: -12; C: 4; D: -6; E: -6; F: -0.4; G: 0; H: 15; I: 1
#29 N/C(=N\OC(=O)COc1ccc(Cl)cc1Cl)c1ccccn1
  A: 3; B: 1; C: -1; D: -6; E: -1; F: -1.3; G: -6; H: -2; I: 1
#30 O=C(Cn1nnc2c(cnn2-c2ccccc2)c1=O)NCc1cccs1
  A: 2; B: -6; C: 10; D: -5; E: 17; F: -0.3; G: -1; H: 2; I: 0
#31 COc1ccc(NC(=S)Nc2cc(C)cc(C)n2)cc1OC
  A: 3; B: 9; C: 2; D: -2; E: 3; F: 0.0; G: -3; H: 2; I: 0
#32 COc1cc(/C=C2\C(=O)N(CCC#N)N=C2C)c(Br)cc1OC(C)C
  A: -3; B: 10; C: 11; D: -3; E: -34; F: 4.0; G: -1; H: -8; I: 1
#33 Cc1ccc(C(OC(=O)c2ccco2)C(=O)NC(C)(C)C)cc1 (stereo unspecified)
  A: 3; B: 1; C: 5; D: -5; E: 8; F: -2.8; G: 0; H: -5; I: 0
#34 Cc1ccc(NC2=C(Cl)C(=O)OC2OC(=O)c2ccccc2)c(C)c1 (stereo unspecified)
  A: -14; B: -14; C: 4; D: -7; E: -5; F: -0.5; G: -11; H: 13; I: 7
#35 Cc1cccc2[nH]c3c(N4CCC5(CC4)OCCO5)ncnc3c12
  A: 3; B: -5; C: 3; D: 2; E: -8; F: 49; G: -7; H: 16; I: 7
#36 CCCCCC1(C(=O)OCC)CC(CSC(=N)N)OC1=O (stereo unspecified)
  A: -11; B: -4; C: 1; D: -8; E: -10; F: 0.5; G: -2; H: 2; I: 1
#37 Cc1cccc(C(=O)O/N=C/c2ccc(Br)cc2)c1
  A: 6; B: -1; C: 0; D: -6; E: 1; F: 0.7; G: -2; H: -10; I: -1
#38 CCOCCCNC(=O)c1ccc(N2CC3CC(C2)c2cccc(=O)n2C3)c(NC(=O)Nc2cccc(OC)c2)c1 (stereo unspecified)
  A: 7; B: -1; C: 0; D: -3; E: 11; F: -1.1; G: -5; H: -5; I: 1
#39 CC(C)(C)NC(=O)C1Cc2ccccc2CN1C(=O)Nc1ccccc1Cl (stereo unspecified)
  A: -3; B: -2; C: -5; D: -1; E: -12; F: 0.3; G: 3; H: 3; I: 0
#40 Cc1onc(-c2ccccc2)c1C(=O)Nc1ccc2c(c1)OCCO2
  A: 1; B: -5; C: 7; D: -1; E: 7; F: -1.8; G: -1; H: -9; I: 1
#41 O=C(c1cc2ncc(Br)cn2n1)N1CCN(C(=O)c2ccco2)CC1
  A: -4; B: 0; C: 5; D: -2; E: 12; F: -0.8; G: 2; H: 2; I: 1
#42 O=C(/C=C/c1ccccc1)NC(=S)Nc1ncccn1
  A: -1; B: 7; C: -1; D: -1; E: 8; F: -2.2; G: 4; H: -1; I: 1
#43 Cc1cccc(OCCc2c(C)[nH]c(=S)[nH]c2=O)c1
  A: 7; B: -1; C: -2; D: -2; E: -11; F: -0.4; G: 2; H: 2; I: 1
#44 CN(C)CCCn1c2c(c(SCC(=O)Nc3ccc4c(c3)OCCO4)nc1=O)CCCC2
  A: 1; B: -8; C: .; D: -1; E: 0; F: 1.3; G: -1; H: 7; I: 0

Five structures already listed, sorted by number of heavy atoms, falling:
Field names – A = M5 antag; B = CHRM4 PAM; C = IDE cell inh; D = CHRM5 agonist; E = CRFR2-BP antag; F = CRFBP-R2 agonist; G = M5 PAM; H = CHRM4 antagonist; I = CHRM4 agonist
#26 COc1ccc(CN2CCC(n3nccc3NC(=O)CCc3ccccc3)CC2)c(C)c1C
  A: -6; B: 0; C: .; D: -5; E: -7; F: -1.3; G: 3; H: -8; I: 5
#30 O=C(Cn1nnc2c(cnn2-c2ccccc2)c1=O)NCc1cccs1
  A: 2; B: -6; C: 10; D: -5; E: 17; F: -0.3; G: -1; H: 2; I: 0
#34 Cc1ccc(NC2=C(Cl)C(=O)OC2OC(=O)c2ccccc2)c(C)c1 (stereo unspecified)
  A: -14; B: -14; C: 4; D: -7; E: -5; F: -0.5; G: -11; H: 13; I: 7
#29 N/C(=N\OC(=O)COc1ccc(Cl)cc1Cl)c1ccccn1
  A: 3; B: 1; C: -1; D: -6; E: -1; F: -1.3; G: -6; H: -2; I: 1
#36 CCCCCC1(C(=O)OCC)CC(CSC(=N)N)OC1=O (stereo unspecified)
  A: -11; B: -4; C: 1; D: -8; E: -10; F: 0.5; G: -2; H: 2; I: 1

From PubChem BioAssay
